PHOSPHO1 block: inhibitors of human PHOSPHO1 phosphatase. 1.1% of 290,000 active. Q8TCT1. recombinant PHOSPHO1, absorbance phosphatase assay. inhibition, % at 13.3 µM; in the data active = inhibition above about 60%
Target sequence (Q8TCT1 whole entry, looked up): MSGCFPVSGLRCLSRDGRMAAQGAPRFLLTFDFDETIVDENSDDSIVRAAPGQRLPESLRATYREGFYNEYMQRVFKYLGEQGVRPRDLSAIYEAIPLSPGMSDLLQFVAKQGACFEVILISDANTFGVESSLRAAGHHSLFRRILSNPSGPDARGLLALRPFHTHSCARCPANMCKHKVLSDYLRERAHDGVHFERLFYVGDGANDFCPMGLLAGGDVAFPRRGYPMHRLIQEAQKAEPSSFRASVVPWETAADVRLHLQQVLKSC
FID counter: displaces DNA intercalator in HCV helicase counter-screen | DNA fluorescent intercalator displacement, fluorescence | inhibition, % at 7.9 µM | 0.17% of 290,000 active; in the data active = inhibition above about 37%;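 also: 0% = vehicle and 100% = reference compound; higher means more ethidium bromide displaced from hairpin DNA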
MEKK2mut PB1 HTS: signal of MEK5 binding to mutant human MEKK2 PB1 domain; 0.35% of 290,000 active; percent response, % at 10 µM; bead flow cytometry, Alexa488-MEK5 binding to MEKK2 mutant; AID 1530; in the data active = percent response above about 24%, passing the limit was not always enough; also: inactives centre near 1; some results filed as inactive read as strong as hits; reference of the scale not given here
NALP1 yeast inh: inhibitors of NALP1 inflammasome in yeast; AID 2071; S. cerevisiae NALP1/ASC/caspase-1 growth, X-gal OD620, 72 h; inhibition, % at 10 µM; 0.61% of 280,000 active; in the data active = inhibition mostly above about 24%, no sharp cut-off; inactive = mostly below about 32%; also: some compounds called inactive have numbers as strong as hits
MEKK2wt PB1 HTS: raises or lowers MEK5 binding to wildtype human MEKK2 PB1 domain | Q9Y2U5 | 1.1% of 290,000 active | AID 1531 | binding response (% of control), % at 10 µM | bead flow cytometry, Alexa488-MEK5 binding to MEKK2 WT; actives lie on both sides; in the data active = binding response below about 67% or above about 130%
MEKK3 PB1 HTS: MEKK3-MEK5 PB1 interaction, increase or decrease; Q99759; bead-based flow cytometry, Alexa488-MEK5 binding to MEKK3; actives lie on both sides; 0 = blocked by unlabeled MEK5, 100 = vehicle; binding response (% of control), % at 10 µM; 1.4% of 290,000 active;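 active = binding response more than 3 SD above or below the average of its plate-row segment, actives on both sides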;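 also: Alexa488 bead fluorescence after subtracting the streptavidin-only scavenger bead signal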
M18AAP inhibitor: PfM18AAP enzyme inhibition | recombinant PfM18AAP, H-Glu-NHMec fluorogenic cleavage | AID 1822 | 1.2% of 290,000 active | inhibition, % at 7.35 µM;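 active = inhibition above the campaign mean inhibition over all tested compounds plus 3 SD, cut at about 28% in these data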;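 also: 0% = plate median of test compound wells and 100% = 2 mM ZnCl2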
OXTR ag: activates the human oxytocin receptor. CHO-OTR cells, Fluo-8 calcium fluorescence; normalized: DMSO 0%, oxytocin 100%. AID 2435. 0.32% of 320,000 active. P30559. activation, % at 3 µM;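 active = activation above the mean of all tested compounds plus 3 SD, cutoff set per screening run, cut at about 20% in these data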;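 also: peak over basal fluorescence ratio from a 100 s FLIPR kinetic read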
Target sequence (P30559 whole entry, looked up): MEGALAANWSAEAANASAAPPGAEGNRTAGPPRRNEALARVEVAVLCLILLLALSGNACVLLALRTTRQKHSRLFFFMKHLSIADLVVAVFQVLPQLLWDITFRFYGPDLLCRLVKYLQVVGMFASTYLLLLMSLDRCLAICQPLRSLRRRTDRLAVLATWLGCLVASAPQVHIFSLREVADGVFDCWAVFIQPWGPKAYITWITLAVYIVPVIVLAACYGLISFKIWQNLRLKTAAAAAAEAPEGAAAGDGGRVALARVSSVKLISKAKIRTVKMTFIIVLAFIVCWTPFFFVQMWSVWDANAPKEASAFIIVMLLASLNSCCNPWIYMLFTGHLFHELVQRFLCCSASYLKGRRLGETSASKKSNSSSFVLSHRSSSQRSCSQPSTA
GPR7 antagonist: antagonists of human GPR7 (neuropeptides B/W receptor 1); GPR7-expressing cells, fluorescence antagonist assay; inhibition, % at 4.4 µM; 1.1% of 290,000 active; AID 1861; in the data active = inhibition above about 16%, passing the limit was not always enough;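 also: cells stimulated with the agonist NPW; 0% = agonist with vehicle and 100% = vehicle without agonist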
Target sequence (P48145 whole entry, looked up): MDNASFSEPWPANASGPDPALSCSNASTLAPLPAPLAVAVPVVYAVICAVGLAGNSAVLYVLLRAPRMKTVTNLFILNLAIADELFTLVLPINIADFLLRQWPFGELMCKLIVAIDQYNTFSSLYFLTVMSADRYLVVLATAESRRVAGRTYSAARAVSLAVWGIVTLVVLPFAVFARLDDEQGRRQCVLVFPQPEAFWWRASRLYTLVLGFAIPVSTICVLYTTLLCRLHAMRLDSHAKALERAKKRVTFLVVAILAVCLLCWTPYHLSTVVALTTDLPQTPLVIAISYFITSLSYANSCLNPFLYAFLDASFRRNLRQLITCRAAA
* marks the source's active call; other numbers are inactive results.

For Cc1cc2nc(SCCOC(=O)Nc3cccc(Cl)c3)nc(C)c2cc1C the results were PHOSPHO1 block 0, FID counter -1, MEKK2mut PB1 HTS 1, NALP1 yeast inh 30, MEKK2wt PB1 HTS 111, MEKK3 PB1 HTS 153*, M18AAP inhibitor -6, OXTR ag -1.4 and GPR7 antagonist 2.
For COc1cc2c(cc1OC)CN(Cc1ccc(F)cc1)CC2 the results were PHOSPHO1 block 37, FID counter -6, MEKK2mut PB1 HTS 2, NALP1 yeast inh 18, MEKK2wt PB1 HTS 100, MEKK3 PB1 HTS 102, M18AAP inhibitor 5, OXTR ag 0.7 and GPR7 antagonist -8.
`NC(=O)C1CCN(CC(=O)NCc2ccccc2)CC1` gave PHOSPHO1 block -4, FID counter -4, MEKK2mut PB1 HTS 9, NALP1 yeast inh 6, MEKK2wt PB1 HTS 119, MEKK3 PB1 HTS 115, M18AAP inhibitor -6, OXTR ag 0.0 and GPR7 antagonist -15.
COc1ccc(-c2cn3c(n2)CCC3)cc1 was read as PHOSPHO1 block 16, FID counter 5, MEKK2mut PB1 HTS 14, NALP1 yeast inh 15, MEKK2wt PB1 HTS 113, MEKK3 PB1 HTS 108, M18AAP inhibitor -2, OXTR ag 0.3 and GPR7 antagonist 1.
For C=CCCC(=O)N1CCC(n2nccc2NC(=O)c2ccc(OC)cc2)CC1 the results were PHOSPHO1 block 28, FID counter -12, MEKK2mut PB1 HTS 1, NALP1 yeast inh 28, MEKK2wt PB1 HTS 103, MEKK3 PB1 HTS 100, M18AAP inhibitor -3, OXTR ag -0.1 and GPR7 antagonist -7.
For O=C(CSc1ccc2nnc(-c3ccncc3)n2n1)Nc1ccccc1F the results were PHOSPHO1 block -4, FID counter -1, MEKK2mut PB1 HTS 10, NALP1 yeast inh 1, MEKK2wt PB1 HTS 99, MEKK3 PB1 HTS 103, M18AAP inhibitor 0, OXTR ag 0.1 and GPR7 antagonist -8.
Screening Cc1cccc(C)c1NC(=S)N(CCc1ccncc1)C(C)C returned PHOSPHO1 block 18, FID counter -5, MEKK2mut PB1 HTS 2, NALP1 yeast inh 12, MEKK2wt PB1 HTS 104, MEKK3 PB1 HTS 102, M18AAP inhibitor 4, OXTR ag 1.0 and GPR7 antagonist -19.
For O=C(Nc1ccc(S(=O)(=O)NCc2ccccc2)cc1)c1ccccc1[N+](=O)[O-] the results were PHOSPHO1 block -7, FID counter 11, MEKK2mut PB1 HTS 0, NALP1 yeast inh -3, MEKK2wt PB1 HTS 106, MEKK3 PB1 HTS 158*, M18AAP inhibitor -2, OXTR ag 8.9 and GPR7 antagonist 4.
Cc1cc(N2CCOCC2)ccc1/C=C1/SC(=O)NC1=O was read as PHOSPHO1 block -28, FID counter -3, MEKK2mut PB1 HTS -11, NALP1 yeast inh -2, MEKK2wt PB1 HTS 88, MEKK3 PB1 HTS 96, M18AAP inhibitor 8, OXTR ag -1.6 and GPR7 antagonist -10.
Screening Cc1ccc(-c2nnc(N3CC(C)OC(C)C3)c3ccccc23)cc1 (stereo unspecified) returned PHOSPHO1 block 13, FID counter -41, MEKK2mut PB1 HTS -1, NALP1 yeast inh 8, MEKK2wt PB1 HTS 102, MEKK3 PB1 HTS 101, M18AAP inhibitor 2, OXTR ag -2.9 and GPR7 antagonist -17.
`O=C(COc1ccc2c(-c3ccccc3)cc(=O)oc2c1)N[C@H](Cc1c[nH]c2ccccc12)C(=O)O` gave PHOSPHO1 block 34, FID counter 4, MEKK2mut PB1 HTS -3, NALP1 yeast inh -2, MEKK2wt PB1 HTS 95, MEKK3 PB1 HTS 99, M18AAP inhibitor 7, OXTR ag -0.7 and GPR7 antagonist 11.
CCCCc1ccc(NC(=S)NCCc2ccc(S(N)(=O)=O)cc2)cc1 was read as PHOSPHO1 block 25, FID counter -15, MEKK2mut PB1 HTS -1, NALP1 yeast inh 4, MEKK2wt PB1 HTS 97, MEKK3 PB1 HTS 101, M18AAP inhibitor 5, OXTR ag -0.6 and GPR7 antagonist 1.

An excerpt from above in order of length of the SMILES, smallest number first.
`NC(=O)C1CCN(CC(=O)NCc2ccccc2)CC1` gave PHOSPHO1 block -4, FID counter -4, MEKK2mut PB1 HTS 9, NALP1 yeast inh 6, MEKK2wt PB1 HTS 119, MEKK3 PB1 HTS 115, M18AAP inhibitor -6, OXTR ag 0.0 and GPR7 antagonist -15.
For COc1cc2c(cc1OC)CN(Cc1ccc(F)cc1)CC2 the results were PHOSPHO1 block 37, FID counter -6, MEKK2mut PB1 HTS 2, NALP1 yeast inh 18, MEKK2wt PB1 HTS 100, MEKK3 PB1 HTS 102, M18AAP inhibitor 5, OXTR ag 0.7 and GPR7 antagonist -8.
Screening Cc1cccc(C)c1NC(=S)N(CCc1ccncc1)C(C)C returned PHOSPHO1 block 18, FID counter -5, MEKK2mut PB1 HTS 2, NALP1 yeast inh 12, MEKK2wt PB1 HTS 104, MEKK3 PB1 HTS 102, M18AAP inhibitor 4, OXTR ag 1.0 and GPR7 antagonist -19.

New compounds follow:
For Fc1ccc(C2CC(c3ccco3)n3ncnc3N2)cc1 (stereo unspecified) the results were PHOSPHO1 block -8, FID counter -2, MEKK2mut PB1 HTS 0, NALP1 yeast inh -71, MEKK2wt PB1 HTS 100, MEKK3 PB1 HTS 101, M18AAP inhibitor 1, OXTR ag 0.1 and GPR7 antagonist -4.
`Cn1c(=O)oc2cc(S(=O)(=O)Nc3ccc(Cl)cc3)ccc21` gave PHOSPHO1 block 3, FID counter 1, MEKK2mut PB1 HTS 5, NALP1 yeast inh 3, MEKK2wt PB1 HTS 104, MEKK3 PB1 HTS 102, M18AAP inhibitor 8, OXTR ag 5.9 and GPR7 antagonist -9.
CCOC(=O)c1nc2nc(C)cc(=O)n2[nH]1 was read as PHOSPHO1 block -12, FID counter 1, MEKK2mut PB1 HTS 4, NALP1 yeast inh 13, MEKK2wt PB1 HTS 107, MEKK3 PB1 HTS 103, M18AAP inhibitor -2, OXTR ag 1.8 and GPR7 antagonist -1.
Cc1csc(Sc2ccc([N+](=O)[O-])cc2C(=O)OCC(=O)NC2CCCC(C)C2C)n1 (stereo unspecified) was read as PHOSPHO1 block 46, FID counter -6, MEKK2mut PB1 HTS 0, NALP1 yeast inh -3, MEKK2wt PB1 HTS 105, MEKK3 PB1 HTS 97, M18AAP inhibitor -2, OXTR ag -1.8 and GPR7 antagonist -10.
CC(C)(C)c1cc(NC(=O)Nc2ccccc2)no1 was read as PHOSPHO1 block 25, FID counter -12, MEKK2mut PB1 HTS 10, NALP1 yeast inh 14, MEKK2wt PB1 HTS 111, MEKK3 PB1 HTS 108, M18AAP inhibitor 3, OXTR ag 0.9 and GPR7 antagonist -13.
COc1ccccc1C(=O)Nc1ccc(S(=O)(=O)N2CCOCC2)cc1 was read as PHOSPHO1 block -18, FID counter -9, MEKK2mut PB1 HTS 24*, NALP1 yeast inh 0, MEKK2wt PB1 HTS 103, MEKK3 PB1 HTS 107, M18AAP inhibitor -2, OXTR ag 2.3 and GPR7 antagonist -11.
Screening CCCn1nc(C(=O)OCC(=O)NC(C)c2ccccc2)c2ccccc2c1=O (stereo unspecified) returned PHOSPHO1 block 0, FID counter -11, MEKK2mut PB1 HTS 1, NALP1 yeast inh 13, MEKK2wt PB1 HTS 99, MEKK3 PB1 HTS 104, M18AAP inhibitor 0, OXTR ag -2.1 and GPR7 antagonist -7.
`O=C(CN1CCN(Cc2ccc(F)cc2Cl)CC1)NCc1ccccc1` gave FID counter -11, MEKK2mut PB1 HTS 10, NALP1 yeast inh 10, MEKK2wt PB1 HTS 107, MEKK3 PB1 HTS 104, M18AAP inhibitor 3, OXTR ag -0.7 and GPR7 antagonist -11.
For COC(=O)c1c(C)[nH]c(C)c1-c1ccc([N+](=O)[O-])cc1 the results were PHOSPHO1 block 8, FID counter -3, MEKK2mut PB1 HTS 9, NALP1 yeast inh 0, MEKK2wt PB1 HTS 106, MEKK3 PB1 HTS 102, M18AAP inhibitor 1, OXTR ag -1.9 and GPR7 antagonist -10.
Screening COc1ccc(N2CCN(c3nc4c(C)cccn4c(=O)c3C=C(C#N)C#N)CC2)cc1 returned PHOSPHO1 block -12, FID counter -2, MEKK2mut PB1 HTS 1, NALP1 yeast inh 9, MEKK2wt PB1 HTS 97, MEKK3 PB1 HTS 101, M18AAP inhibitor 2 and GPR7 antagonist -12.
CCC(=O)C1CCCN(C(=O)CCc2nnc(-c3ccc(C(C)=O)s3)o2)C1 (stereo unspecified) was read as PHOSPHO1 block 12, FID counter -15, MEKK2mut PB1 HTS 2, NALP1 yeast inh 5, MEKK2wt PB1 HTS 100, MEKK3 PB1 HTS 103, M18AAP inhibitor -3, OXTR ag 0.6 and GPR7 antagonist -13.
Screening CC1(C)C(c2cccs2)=NC(c2ccccc2)N1O (stereo unspecified) returned PHOSPHO1 block -4, FID counter -6, MEKK2mut PB1 HTS 4, NALP1 yeast inh 7, MEKK2wt PB1 HTS 106, MEKK3 PB1 HTS 107, M18AAP inhibitor 3, OXTR ag -0.4 and GPR7 antagonist -7.
O=C(Nc1ccc2nccnc2c1)Nc1ccccc1Cl was read as PHOSPHO1 block -2, FID counter -9, MEKK2mut PB1 HTS 14, NALP1 yeast inh 0, MEKK2wt PB1 HTS 102, MEKK3 PB1 HTS 108, M18AAP inhibitor -3, OXTR ag -1.2 and GPR7 antagonist 10.
Screening COc1ccc(CNCC(O)(c2ccc(Cl)cc2)c2ccc(Cl)cc2)cc1 returned PHOSPHO1 block 1, FID counter 7, MEKK2mut PB1 HTS 10, NALP1 yeast inh 25, MEKK2wt PB1 HTS 154*, MEKK3 PB1 HTS 105, M18AAP inhibitor 2, OXTR ag 5.9 and GPR7 antagonist 31*.
`COc1ccc(C2=NN(CCC(=O)NCc3cccs3)C(=O)CC2)cc1` gave PHOSPHO1 block 6, FID counter -6, MEKK2mut PB1 HTS -13, NALP1 yeast inh 2, MEKK2wt PB1 HTS 92, MEKK3 PB1 HTS 94, M18AAP inhibitor -1, OXTR ag -0.4 and GPR7 antagonist 3.
For CCOC(=O)N1CCN(C(=O)C2CCCN(Cc3nc(-c4ccc(Cl)cc4)oc3C)C2)CC1 (stereo unspecified) the results were PHOSPHO1 block 7, FID counter 6, NALP1 yeast inh 7, M18AAP inhibitor -6, OXTR ag 9.1 and GPR7 antagonist 0.
Screening c1cc2c(cc1-c1[nH]ncc1CN1C[C@H]3CC[C@H]1C3)OCO2 returned PHOSPHO1 block 37, FID counter 1, MEKK2mut PB1 HTS 11, NALP1 yeast inh 1, MEKK2wt PB1 HTS 115, MEKK3 PB1 HTS 106, M18AAP inhibitor 0, OXTR ag 1.0 and GPR7 antagonist -11.
For Cn1ccc(/C=N/N=C2/NC(=O)CS2)n1 the results were PHOSPHO1 block 13, FID counter -7, MEKK2mut PB1 HTS 3, MEKK2wt PB1 HTS 102, MEKK3 PB1 HTS 101, M18AAP inhibitor -6, OXTR ag 0.2 and GPR7 antagonist -14.
Screening N#C/C(=C/c1ccc([N+](=O)[O-])cc1)C(=O)Nc1ccccc1O returned PHOSPHO1 block -5, FID counter 6, MEKK2mut PB1 HTS -1, NALP1 yeast inh 43, MEKK2wt PB1 HTS 99, MEKK3 PB1 HTS 105, M18AAP inhibitor 1, OXTR ag 0.0 and GPR7 antagonist 5.
Cc1cc(NC(=O)OC(C)C)ccc1-c1ccc(NC(=O)OC(C)C)cc1C was read as PHOSPHO1 block 42, FID counter -7, MEKK2mut PB1 HTS 3, NALP1 yeast inh 11, MEKK2wt PB1 HTS 98, MEKK3 PB1 HTS 102, M18AAP inhibitor -2, OXTR ag 1.9 and GPR7 antagonist -8.
CCCn1c(SCC(=O)N2CCCCC2)nc2c1c(=O)n(C)c(=O)n2C was read as PHOSPHO1 block 54, FID counter -22, MEKK2mut PB1 HTS -10, NALP1 yeast inh 11, MEKK2wt PB1 HTS 92, MEKK3 PB1 HTS 99, M18AAP inhibitor -4, OXTR ag 0.2 and GPR7 antagonist -14.
